NALP3 yeast inh = NALP3 inhibition in yeast; Yeast reconstituted NLRP3/ASC/caspase-1, beta-gal luminescence, 24 h; inhibition, % at 10 µM; 330,000 compounds, 0.39% hits; AID 2825;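 active = inhibition of 50% or more; inactive = inhibition below 50%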;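 note: plate controls were induced DMSO wells for no effect and uninduced yeast grown without galactose for full effect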
tim23-1 inh = growth inhibitors of tim23-1 mutant yeast. S. cerevisiae tim23-1 growth, BacTiter-Glo luminescence, 24 h. inhibition, % at 20 µM. 330,000 compounds, 1.3% hits;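 active = growth inhibition of the mutant yeast at or above 50%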;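 note: temperature-sensitive mutant grown at 25 °C; plate controls were DMSO-treated mutant yeast for no effect and medium wells lacking yeast for full effect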
APJ ag = activates the human apelin receptor APJ; AID 2520; CHO-K1 APJ PathHunter beta-arrestin, luminescence; 0% DMSO wells, 100% apelin; 330,000 compounds, 0.11% hits; P35414; activation, % at 20 µM;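 active = activation more than six SD over the plate average, tested at 20 µM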;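 note: 0% = DMSO alone and 100% = apelin-13 at 10 nM; some results filed as inactive read as strong as hits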
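Assay system: CHO-K1 cells stably expressing ProLink-tagged human APJ and arrestin–beta-gal acceptor. Compound dosing: 20 µM single point, 1% DMSO. Times: 16-18 h seeding, 90 min dark compound exposure, 60 min detection. Detection: beta-gal luminescence. Evaluation: APJ–arrestin association signal. Controls: negative DMSO alone, positive Apelin-13 at 10 nM.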
GRIN3A LBD mod = modulates the human NR3A ligand-binding domain; NR3A LBD differential scanning fluorimetry, Tm shift; 0% = protein alone, 100% = glycine-bound protein; Tm shift relative to glycine control, % at 25 µM; 340,000 compounds, 2.5% hits;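 active = melting temperature shift of at least 10% of the positive control shift, at one fixed dose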
tim10-1 inh = inhibits growth of tim10-1 mutant yeast. S. cerevisiae tim10-1 ts strain growth, BacTiter-Glo, 24 h. inhibition, % at 20 µM. 330,000 compounds, 2.2% hits. AID 463190;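 active = inhibition of at least 40%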;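 note: mutant grown at 25 °C; 0% = DMSO wells with yeast and 100% = wells holding no yeast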
UPR XBP1 act = activators of adaptive arm of unfolded protein response (XBP1) | CHO-XBP1 luciferase reporter, IRE1-XBP1 UPR activation, luminescence; percent of tunicamycin response, DMSO as zero | activation, % at 20 µM | 330,000 compounds, 0.33% hits;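 active = versus positive control, 20 µM dose yields 30% or more activation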;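 note: 100% = tunicamycin at 10 µg/mL and 0% = DMSO only wells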
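Material – CHO cell line with stable XBP1 luciferase reporter · Buffer or medium – F12 plus 10% FBS · Compound – single point, 20 µM final compound, 1% DMSO · Schedule – 16-18 h cell attachment at 37 °C, then 6 h compound exposure · Signal – Steady-Glo luminescence read · Benchmarks – high control tunicamycin 10 µg/mL final, low control DMSO vehicle only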
UPR CHOP act = apoptotic UPR (CHOP) activation; CHO-CHOP luciferase reporter, luminescence; percent of tunicamycin response over DMSO baseline; activation, % at 10 µM; 330,000 compounds, 0.34% hits;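 active = at 10 µM dose, activation of 40% or more, normalized to positive control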;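 note: 100% = tunicamycin at 10 µg/mL and 0% = DMSO alone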
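System: CHO CHOP reporter cells. Amount: 500 cells per well. Buffer or medium: F12 medium, 10% FBS. Compound dosing: one dose, 10 µM in 0.5% DMSO. Incubation: 6 h compound exposure at 37 °C after overnight seeding. Technique: Steady-Glo luciferase luminescence. Benchmarks: tunicamycin and DMSO controls.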
Mdm2 MdmX PPI = inhibitors of human Mdm2/MdmX interaction; inhibition, % at 8 µM; AID 485346; 330,000 compounds, 3% hits; O15151+Q00987; SaOS-2 split-luciferase Mdm2/MdmX complementation, luminescence;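 active = inhibition of at least 50% at 8 µM in the primary screen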
Target sequence (O15151 whole entry, looked up): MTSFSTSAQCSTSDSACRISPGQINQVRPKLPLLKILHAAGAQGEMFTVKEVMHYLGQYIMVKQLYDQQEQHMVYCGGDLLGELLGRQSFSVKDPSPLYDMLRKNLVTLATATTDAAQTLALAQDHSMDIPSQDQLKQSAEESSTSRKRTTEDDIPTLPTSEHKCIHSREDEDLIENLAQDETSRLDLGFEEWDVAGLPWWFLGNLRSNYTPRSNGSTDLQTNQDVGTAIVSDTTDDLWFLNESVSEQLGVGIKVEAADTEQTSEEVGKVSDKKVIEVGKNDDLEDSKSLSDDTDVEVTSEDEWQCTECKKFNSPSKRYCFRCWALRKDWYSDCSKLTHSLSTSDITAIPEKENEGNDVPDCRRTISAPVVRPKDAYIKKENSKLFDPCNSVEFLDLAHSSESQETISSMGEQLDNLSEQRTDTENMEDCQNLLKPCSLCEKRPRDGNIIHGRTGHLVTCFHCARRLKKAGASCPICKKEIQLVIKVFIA
Target sequence (Q00987 whole entry, looked up): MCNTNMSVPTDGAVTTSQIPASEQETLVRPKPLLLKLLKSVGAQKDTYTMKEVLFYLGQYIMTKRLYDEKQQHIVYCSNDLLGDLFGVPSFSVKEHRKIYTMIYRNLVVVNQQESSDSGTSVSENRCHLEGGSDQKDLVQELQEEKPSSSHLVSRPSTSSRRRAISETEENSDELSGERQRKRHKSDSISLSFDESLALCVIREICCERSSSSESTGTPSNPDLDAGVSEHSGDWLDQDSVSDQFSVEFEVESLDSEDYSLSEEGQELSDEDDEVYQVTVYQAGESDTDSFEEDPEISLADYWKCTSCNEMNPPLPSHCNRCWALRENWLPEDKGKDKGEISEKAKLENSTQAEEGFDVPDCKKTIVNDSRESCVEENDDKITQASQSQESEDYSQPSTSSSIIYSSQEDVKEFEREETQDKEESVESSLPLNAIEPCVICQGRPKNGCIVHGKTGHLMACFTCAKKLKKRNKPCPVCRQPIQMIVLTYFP
TIM10 inh = TIM10 yeast growth inhibition. S. cerevisiae TIM10 strain growth, BacTiter-Glo luminescence, 24 h. inhibition, % at 10 µM. 330,000 compounds, 1.4% hits;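 active = inhibition of 40% or more at the single tested concentration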;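 note: wild-type TIM10 isogenic control strain grown at permissive 25 °C; 0% = DMSO yeast wells and 100% = minimal medium wells without yeast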
The depositor's hits bear a star.

SMILES | NALP3 yeast inh | tim23-1 inh | APJ ag | GRIN3A LBD mod | tim10-1 inh | UPR XBP1 act | UPR CHOP act | Mdm2 MdmX PPI | TIM10 inh
O=C(c1ccc(S(=O)(=O)N2CCCCC2)cc1)N1CCN(c2ccccc2)CC1 | -5 | 30 | -1 | -1 | 34 | 0 | 4.9 | -14 | 11
CC1CCc2c(sc(NC(=O)c3nc4ncccn4n3)c2C#N)C1 (centres undefined) | -24 | 1 | -4 | 1 | 11 | 2 | 1.3 | -38 | -8
Nc1nnc(SCC(=O)Nc2cccc3ccccc23)s1 | 1 | 6 | 0 | -4 | 2 | -1 | 3.9 | 21 | -16
Cc1ccc(-c2cn3nc(C)c(C)nc3n2)cc1 | 9 | 14 | 1 | -4 | 29 | -5 | -9.3 | 47 | 5
Cc1c(Cl)cccc1NC(=O)C(=O)NNC(=O)c1ccccc1F | 12 | -9 | -2 | 0 | -9 | 0 | 3.6 | 17 | -28
Cc1nc(CCNC(=O)CC2C(=O)NCCN2CC(C)C)nc2c1CCC2 (centres undefined) | 13 | 1 | 0 | -1 | -13 | -1 | -0.6 | -9 | 7
CN(C)C(=O)COC(=O)c1ccccc1OCC(=O)Nc1ccc(SC(F)F)cc1 | 10 | 13 | 2 | 0 | 0 | -1 | -0.8 | 9 | -20
CCCN1CCN(CCCNC(=O)c2cc3c(=O)oc4ccc(C)cc4c3s2)CC1 | 4 | 5 | 0 | -2 | -4 | 0 | -0.5 | 33 | 27
O=C(NCCc1ccc(Cl)cc1)C1CCN(C(=O)c2ccc(F)cc2)CC1 | 9 | 8 | -1 | 2 | -22 | 4 | 1.3 | 36 | 10
COC(=O)C1=C(O)/C(=C/c2cccc(OC)c2O)N=C1C | 6 | 19 | -6 | 0 | 10 | 0 | 2.9 | -1 | 0
COc1ccc2nc(C)cc(N3CCOCC3)c2c1 | 12 | 13 | 1 | -2 | 0 | -3 | 0.0 | -9 | -14
Cc1cc(C)n(CCNC(=O)c2cc(COc3ccc4ncccc4c3)on2)n1 | -1 | 9 | 4 | -1 | 20 | -2 | -1.3 | 26 | 8
CCOc1ccc(C(C)NC(=O)Cc2ccccc2F)cc1OCC (centres undefined) | 3 | 8 | -2 | -1 | 12 | 0 | -0.1 | 11 | -10
CCOC(=O)C1CCN(Cc2cn[nH]c2-c2ccc(C)cc2)CC1 | 1 | 7 | -5 | -1 | 3 | 3 | -2.3 | -1 | 15
Cc1ccc(C2c3[nH]c4ccccc4c3C[C@H]3C(=O)N(c4ccccc4C(=O)N4CCC[C@@H]4C(=O)O)C(=O)N23)cc1 (some centres undefined) | -1 | 9 | -5 | -1 | 7 | 2 | 0.2 | -13 | 5
O=C(Nc1ccc(Oc2ccsc2C(=O)O)cc1)c1ccccc1 | 14 | 3 | 1 | 1 | 17 | -8 | 0.0 | 14 | -16
CCn1cc(C(=O)N(C)c2ccc(OC)cc2)c2cc(OC)c(OC)cc2c1=O | 0 | -1 | -2 | -1 | 21 | 0 | -1.6 | 27 | -8
CN(C)C(CNC(=O)c1cc(S(=O)(=O)N(C)c2ccccc2)ccc1Cl)c1ccccc1 (centres undefined) | -9 | 16 | -5 | 0 | -8 | 0 | -0.5 | -5 | -10
CN(C)C(=O)c1nnc(Cc2ccc(Cl)cc2)o1 | 2 | 16 | -3 | 2 | 9 | -2 | -0.1 | -18 | 9
Cc1ccc(S(=O)(=O)N2CC(O)CC2C(=O)NCc2ccc3c(c2)OCO3)cc1 (centres undefined) | 1 | 2 | -3 | 0 | 7 | -2 | -1.0 | 36 | 3
Cc1cccc(NC(=O)C(C)Sc2nc3nc(C)cc(C)n3n2)c1 (centres undefined) | 16 | 4 | 0 | 0 | -7 | -1 | -0.4 | -4 | -14
COc1ccc(C(O)c2nccc3cc(OC)c(OC)cc23)cc1OC (centres undefined) | 4 | -13 | 1 | -1 | 9 | -2 | -1.1 | 27 | 14
COc1ccc(NC(=O)c2ccc3c(c2)C(=O)N(CC2CCCO2)C3=O)cc1O (centres undefined) | 0 | -5 | -1 | 2 | -7 | -2 | 1.8 | -4 | 5
O=C(CSCc1ccc(Br)cc1)N=Nc1c(O)[nH]c2ccccc12 | 10 | 45 | -2 | -30 | 45* | 2 | -1.6 | 23 | 43*
O=S(=O)(CCc1nc2ccccc2s1)c1ccc(Cl)cc1 | 19 | -14 | 0 | 0 | 21 | -2 | -2.5 | -8 | -19
Going on with the list:
SMILES | NALP3 yeast inh | tim23-1 inh | APJ ag | GRIN3A LBD mod | tim10-1 inh | UPR XBP1 act | UPR CHOP act | Mdm2 MdmX PPI | TIM10 inh
Cc1cc(NC(=O)c2c(C)noc2C)no1 | 17 | 3 | -2 | -1 | -4 | -2 | -0.7 | 17 | -6
COc1ccccc1/C=C/C(=O)NCC(=O)N/N=C/c1ccc(C(=O)O)cc1 | 17 | 6 | 1 | 0 | -7 | 1 | -0.8 | 14 | 13
CCOc1cc(C(=O)Nc2ccc(C)cc2O)ccc1OCC(=O)N1CCOCC1 | 10 | 3 | 2 | -3 | -6 | -4 | 1.0 | -24 | 12
O=C(COc1cccc(Br)c1)Nc1ccc(N2CCOCC2)cc1N1CCOCC1 | 24 | 30 | -3 | 4 | 6 | -6 | -0.4 | -9 | 15
COc1ccc(C(=O)Oc2c(CN3CCOCC3)cc(Cl)c3cccnc23)cc1 | 26 | 54* | -3 | -2 | 41* | -1 | 0.4 | 55* | 27
O=S(=O)(NC1CCCCC1Oc1ccccc1)c1ccccc1 (centres undefined) | -9 | 28 | -1 | -1 | 10 | -2 | -1.4 | -4 | -8
Cc1nc(-c2ccccc2)[nH]c(=O)c1Oc1ccc(Cl)cc1Cl | -15 | 14 | -2 | -2 | -2 | -1 | -2.2 | -1 | -9
CCOC(=O)c1[nH]c(C)c(C(=O)OCC(=O)Nc2sc3c(c2C#N)CCCCC3)c1C | 9 | -9 | -3 | 0 | -3 | 63* | 6.2 | 43 | -5
O=C(CCN1C(=O)/C(=C/c2ccccc2)SC1=S)NNC(=O)c1ccncc1 | 19 | 2 | -4 | 0 | -11 | 1 | -1.0 | -34 | 2
Cc1ccc(NC(=O)NCCN2CCCCC2)cc1 | 16 | 8 | -1 | -3 | -5 | -4 | 1.9 | 19 | -9
Clc1cc2c(nn1)Nc1ccccc1S2 | 15 | 3 | -1 | 2 | -14 | 4 | 1.0 | 24 | 4
Cc1ccc(-c2nnc(NCc3nc4ccccc4[nH]3)c3ccccc23)cc1S(=O)(=O)N(C)C | 9 | 4 | -1 | -14 | 16 | 0 | 0.5 | 12 | 6
Cc1ccc(S(=O)(=O)N2CCC(=O)N(C(COCc3cccc(C)c3)Cc3ccccc3)CC2)cc1 (centres undefined) | 11 | 31 | -1 | 1 | 25 | 0 | 0.7 | 27 | 17
COc1ccc(S(=O)(=O)N2CCN(C(=O)N(C)C)C2C)cc1 (centres undefined) | 30 | 1 | 0 | -2 | -10 | -1 | 1.9 | -12 | 5
C=CC[C@@H](CC(=O)N(CCO)Cc1ccccc1)C(=O)NC[C@H](OC(=O)[C@@H](CC=C)CC(=O)OC(C)(C)C)c1ccccc1 | 27 | 13 | -2 | -3 | 6 | -2 | 4.8 | 18 | 3
S=C(NCCc1ccccc1)Nc1ccccn1 | 30 | 24 | -3 | 0 | 32 | 2 | 2.2 | -82 | 22
CC(C(=O)NC(C)(C)C)N(C(=O)CS(=O)CC(=O)Nc1ccc(F)cc1)c1ccccc1F (centres undefined) | 20 | 0 | -3 | 0 | 13 | -6 | 0.4 | 3 | 9
CC(C)Nc1nc(-c2cccnc2)nc(-c2ccc(Cl)cc2)c1C#N | 0 | 3 | -1 | -1 | -7 | 12 | 2.8 | 34 | 25
COc1cc(-c2c(C#N)c(N)nc3[nH]c(=S)[nH]c(=O)c23)ccc1O | 21 | -6 | 0 | -5 | -2 | -5 | 0.0 | 17 | -2
CCC(C)(C)NC(=O)C(C(C)C)N(CC1CCCO1)C(=O)CNS(=O)(=O)c1ccc(F)cc1 (centres undefined) | 18 | 11 | -1 | 1 | 3 | -3 | 2.2 | 22 | 13
CC(C)Sc1nnc(CNC(=O)C23CC4CC(CC(C4)C2)C3)n1Cc1ccccc1 | 11 | 5 | -3 | -3 | 13 | 0 | 0.1 | 24 | 26
O=C(COC(=O)CNC(=O)c1ccc(Cl)cc1Cl)NC(=O)NC1CCCCC1 | 0 | 13 | -4 | 1 | 10 | -3 | 1.1 | 10 | 0
O=C(COc1ccc(Cl)cc1)NCCCNC(=O)c1cnccn1 | 15 | -7 | 1 | -1 | 9 | -2 | 1.6 | 2 | -3
O=C1C2C3C=CC(CC3)C2C(=O)N1c1cccc(Br)c1 (centres undefined) | 0 | 10 | -2 | 5 | 11 | -1 | 0.0 | -26 | 6

Arranged by length of the SMILES (smallest number first): eleven of the compounds above.
SMILES | NALP3 yeast inh | tim23-1 inh | APJ ag | GRIN3A LBD mod | tim10-1 inh | UPR XBP1 act | UPR CHOP act | Mdm2 MdmX PPI | TIM10 inh
Clc1cc2c(nn1)Nc1ccccc1S2 | 15 | 3 | -1 | 2 | -14 | 4 | 1.0 | 24 | 4
S=C(NCCc1ccccc1)Nc1ccccn1 | 30 | 24 | -3 | 0 | 32 | 2 | 2.2 | -82 | 22
Cc1cc(NC(=O)c2c(C)noc2C)no1 | 17 | 3 | -2 | -1 | -4 | -2 | -0.7 | 17 | -6
O=S(=O)(NC1CCCCC1Oc1ccccc1)c1ccccc1 (centres undefined) | -9 | 28 | -1 | -1 | 10 | -2 | -1.4 | -4 | -8
O=C(COc1ccc(Cl)cc1)NCCCNC(=O)c1cnccn1 | 15 | -7 | 1 | -1 | 9 | -2 | 1.6 | 2 | -3
COc1ccc(S(=O)(=O)N2CCN(C(=O)N(C)C)C2C)cc1 (centres undefined) | 30 | 1 | 0 | -2 | -10 | -1 | 1.9 | -12 | 5
Cc1nc(-c2ccccc2)[nH]c(=O)c1Oc1ccc(Cl)cc1Cl | -15 | 14 | -2 | -2 | -2 | -1 | -2.2 | -1 | -9
CCOc1cc(C(=O)Nc2ccc(C)cc2O)ccc1OCC(=O)N1CCOCC1 | 10 | 3 | 2 | -3 | -6 | -4 | 1.0 | -24 | 12
COc1ccccc1/C=C/C(=O)NCC(=O)N/N=C/c1ccc(C(=O)O)cc1 | 17 | 6 | 1 | 0 | -7 | 1 | -0.8 | 14 | 13
Cc1ccc(-c2nnc(NCc3nc4ccccc4[nH]3)c3ccccc23)cc1S(=O)(=O)N(C)C | 9 | 4 | -1 | -14 | 16 | 0 | 0.5 | 12 | 6
CCC(C)(C)NC(=O)C(C(C)C)N(CC1CCCO1)C(=O)CNS(=O)(=O)c1ccc(F)cc1 (centres undefined) | 18 | 11 | -1 | 1 | 3 | -3 | 2.2 | 22 | 13

High-throughput results deposited in PubChem BioAssay by Sanford-Burnham Center for Chemical Genomics.
